# Source: PubChem
# MT stabilize HCS = microtubule stabilizers in HeLa cells | AID 2205 | HeLa tubulin immunostaining HCS, 24 h; share of cells brighter than vehicle mean+2SD | 0.83% of 200,000 active | % tubulin-high responders, % at 10 µM;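 active means plate Z-score above 3 for both tubulin-high and condensed-nucleus cell shares, with cell loss under 80%, at 10 µM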;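 further: anti alpha tubulin signal scored within the nucleus-defined area of each cell; some results filed as inactive read as strong as hits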
# Myeloid diff MLP = myeloid differentiation induction. ER-HoxA9 myeloid progenitors, lysozyme-GFP differentiation, flow cytometry. calls only at 10 µM. 1% of 360,000 active. AID 624256;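 active means normalized GFP-positive differentiation at or above the plate's own cutoff, the solvent-only control mean plus 3 SD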;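 further: cells exposed to compound for four days before flow analysis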
# TNAP activation fold = human TNAP enzyme activators, primary screen, biochemical, luminescent, no phosphate acceptor, uHTS (AID 1001); 0.03% of 200,000 active; activation fold at 20 µM, or EC50 in µM where a hit was titrated; purified TNAP, luminescent activation assay, no phosphate acceptor; higher activation fold means a stronger effect; in the data active means activation fold from about 3, or a potency from the dose series; inactive means the rest, 99 in 100 with activation fold below about 1.6; further: many of its hits are not listed in these tables
# T cell modulator = T cell immune modulators affecting CD8 T cell-vesicle binding; 2C CD8+ T cell-vesicle binding, flow cytometry; stronger effect = lower value; calls only at 7 µM; 0.068% of 330,000 active;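 active means response, share of CD8 T cells binding vesicles, and their 90th percentile fluorescence all below set limits, cut at about 80% in these data, passing the limit was not always enough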
#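 Material: 2C TCR transgenic mouse naive CD8+ T cells, MACS-purified. Also added: QL9-charged Drosophila Ld/ICAM-1/B7-1 vesicles. Timing: binding 1.5 h at 37 °C. Measured by: high-throughput flow cytometry with anti-B7-1 and anti-CD8 staining. Read-out: percent CD8+ FL2 mean versus row control. Controls: Unloaded micro-vesicles (low), QL9 vesicles with 0.7% DMSO (high).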
# Hep lipid drop = modulators of hepatic lipid droplet formation; inhibition, % at 6.5 µM; AML12 mouse hepatocytes, oleate lipid droplets, BODIPY imaging; AID 1656; 0.4% of 240,000 active;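 active means lipid droplet intensity inhibited by at least 50%, with more than 500 cells counted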
#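 Test system: AML12 mouse liver cells; schedule: overnight exposure; technique: high-content imaging of BODIPY-stained droplets and DAPI nuclei; read-out: % inhibition of corrected integrated BODIPY droplet signal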
# Insulin prom up = MIN6 insulin promoter up-regulation; 0.3% of 190,000 active; z-score at 5 µM; MIN6 insulin promoter-GFP reporter, high-content imaging; stronger effect = higher value; AID 1625;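 active means z-score above 3 at 5 µM with at least 500 cells counted in the well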
# human PMI inhibition = inhibitors of human PMI, primary screen, biochemical, fluorescence intensity, coupled assay (AID 1209); purified PMI enzyme, coupled fluorescence intensity; higher % means a stronger effect; inhibition, % at 20 µM, or IC50 in µM where a hit was titrated; 0.42% of 190,000 active; in the data active means inhibition above about 50%;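 further: plate controls were DMSO vehicle for no effect and wells lacking substrate for full effect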
# b-catenin transl = alters nuclear translocation of beta-catenin in HeLa cells; immunofluorescence imaging; nuclear translocation activity, % at 5 µM; AID 1665; 0.3% of 190,000 active;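 active means nuclear translocation activity above 50% at 5 µM, with a well cell count of 50 or more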;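 further: per-cell ratio of nuclear to cytoplasmic median beta-catenin stain intensity; plate controls were DMSO negative control for no effect and GSK-3 inhibitor IX positive control for full effect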
#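 Test system: human HeLa cells, native beta-catenin. Compound dosing: 5 µM primary single dose, 0.1% DMSO, 0.02–20 µM confirmation series. Incubation: compound exposure 24 h at 37°C. Detection: beta-catenin immunostaining with DAPI counterstain, 20x imaging, 6 fields/well. Read-out basis: Nuclear/cytoplasmic beta-catenin signal ratio, % activation.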
# Dynein transport = dynein cargo transport inhibition; 3617.4 mouse cells, GR-EGFP nuclear translocation imaging; test concentration mostly 20 µM; stimulated with dexamethasone, 1 µM; stronger effect = lower value; z-score, hits read low; 0.47% of 220,000 active; AID 1381;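 active means plate z-score of nuclear minus cytoplasmic receptor signal below a set negative limit, without overly bright fluorescence or cell loss, cut at about -3.5 in these data, passing the limit was not always enough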;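 further: z-score of nuclear minus cytoplasmic ring GR-EGFP intensity difference per well; some compounds called inactive have numbers as strong as hits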
#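 medium = tetracycline-free induction medium containing charcoal-stripped FBS | probe or stimulus = dexamethasone, 1.0 µM final | timing = 48 h induction, then 1 h compound, then 30 min agonist, 37 °C | detection = automated 10x imaging of fixed Hoechst-stained cells | read-out basis = nuclear versus cytoplasmic GR-EGFP signal, averaged per well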
# Dynein transport cytoplasmic EGFP = recorded beside Dynein transport, whose call it bears; z-score; measured here: cytoplasmic GR-EGFP intensity; stronger effect = higher value
# Dynein transport nuclear GR-EGFP = second read-out of Dynein transport, no call of its own (marks repeat the call); z-score; measured here: nuclear GR-EGFP intensity;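 lower value marks the stronger effect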
# Dynein transport cell count = second read-out of Dynein transport, no call of its own (marks repeat the call); z-score; measured here: cell count per field
# Insulin prom up cell count = second read-out of Insulin prom up, no call of its own (marks repeat the call); cell count; measured here: cytotoxicity, nuclei count;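 total cells summed across four imaged fields per well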
# Hep lipid drop cells 6.5 µM = further read-out of Hep lipid drop, marked with its call; cell count; measured here: cell count, cytotoxicity flag;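 cells counted across two imaged fields per well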
# b-catenin transl cell count 5 µM = recorded beside b-catenin transl, whose call it bears; cell count; measured here: cell count, cytotoxicity flag
# T cell modulator vesicle-bound % = second read-out of T cell modulator, no call of its own (marks repeat the call); double positive events, %; measured here: CD8+ vesicle-bound cell fraction;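 binding gate set so that unloaded-vesicle control wells show 10% double positive cells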
# MT stabilize HCS Hoechst-high % = also measured in MT stabilize HCS; calls as there; % Hoechst-high responders; measured here: nuclear condensation Hoechst responders;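 share of cells brighter than vehicle mean plus two SD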
# MT stabilize HCS cytotoxicity % = recorded beside MT stabilize HCS, whose call it bears; toxicity, %; measured here: cytotoxicity by cell density;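 0% = mean cell density of plate MIN control wells and 100% = no cells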
# Myeloid diff MLP GFP+ MAC1+ % = recorded beside Myeloid diff MLP, whose call it bears; GFP+ MAC1+ double positive, %; measured here: differentiation confirmed by MAC1 staining
# * marks the source's active call; other numbers are inactive results; i = inactive; . = not tested or not shown.
SMILES,MT stabilize HCS,MT stabilize HCS Hoechst-high %,MT stabilize HCS cytotoxicity %,Myeloid diff MLP,Myeloid diff MLP GFP+ MAC1+ %,TNAP activation fold,T cell modulator,T cell modulator vesicle-bound %,Hep lipid drop,Hep lipid drop cells 6.5 µM,Insulin prom up,Insulin prom up cell count,human PMI inhibition,b-catenin transl,b-catenin transl cell count 5 µM,Dynein transport,Dynein transport cytoplasmic EGFP,Dynein transport nuclear GR-EGFP,Dynein transport cell count
COC(=O)[C@H](C)NC(=O)Nc1ccc(C)c(C)c1,3.6,1.9,3.4,i,1.0,1.1,i,35,5,799,0.13,1250,0%,-2.0,1205,-0.5,-0.18,-0.13,0.44
COc1ccc(N2C(=O)Cc3c2nc(N)c(C#N)c3N)cc1,.,.,.,i,0.4,.,i,31,16,739,0.32,1409,.,1.1,1297,-0.29,-0.27,-0.39,0.18
Cc1ccc(C2CCN(C(=S)NC(C)C)C2)cc1 (stereo not drawn),2.6,2.1,4.8,i,0.1,1.1,i,32,6,689,0.36,1132,-2%,-0.2,1166,0.15,-0.28,0.2,0.01
COc1ccc(/C(O)=C2/C(=O)C(=O)N(CCCN(C)C)C2c2ccccc2)cc1Cl (stereo not drawn),2.5,1.9,8.4,.,.,1.1,.,.,.,.,0.02,1240,-4%,-8.1,1012,1.3,-0.056,1,-2.1
CCCCC(=O)Nc1ccc(C(=O)NNC(=S)NC(=O)c2cccs2)cc1,5.4,1.2,6.4,i,2.0,2.2,i,22,-6,655,0.28,1439,10%,-1.0,1101,1.8,0.38,1.5,-2.1
CC(C)[C@H](NC(=O)c1ccccc1)C(=O)OCC(=O)NCCc1ccc(F)cc1,2.4,2.9,5.6,i,0.7,1.1,i,33,2,657,.,.,16%,-0.7,837,-0.95,0.5,-0.55,0.73
CCOc1ccccc1C1NC(=O)NC(C)=C1C(=O)OCc1ccco1 (stereo not drawn),4.6,3.1,7.9,i,2.0,1.1,i,8,0,674,-0.35,1789,10%,-0.3,1073,0.21,-0.1,0.32,0.004
CCn1nc(C)c(NC(=O)/C=C/c2ccc(OC)c(COc3ccc(Br)cc3)c2)c1C,3.7,2.2,6.0,i,1.1,1.1,i,27,22,772,.,.,8%,.,.,-1.2,0.3,-0.19,0.29
O=C(O)CN1C(=O)SC(Nc2ccccc2C(=O)O)C1=O (stereo not drawn),2.0,1.5,2.6,i,0.5,1.1,i,5,15,786,-0.13,773,9%,.,.,-0.72,-0.27,-0.26,0.67
N#Cc1c(SCC(N)=O)nc2c(c1-c1ccc(O)cc1)CCCC2,6.0,3.7,6.8,i,7.7,1,i,15,3,701,0.83,685,8%,-2.1,1037,-0.32,-0.26,-0.13,0.47
CCOC(=O)c1[nH]c(C)c(/C=N/O)c1C,2.1,1.7,4.1,i,0.7,1,i,16,.,.,-0.18,995,-4%,-1.7,1087,-0.37,0.057,-0.0041,0.29
C=CCn1c(=S)[nH]c2scc(-c3ccco3)c2c1=O,.,.,.,i,0.0,.,i,17,7,711,-0.29,1032,.,-0.1,1273,-0.32,-0.81,-0.35,-0.14
COC(=O)COc1cccc2c(=O)n(CC(=O)NCCc3ccccc3)ccc12,6.2,2.9,2.9,i,2.7,1.1,i,27,2,758,0.11,1264,1%,-1.4,608,-0.53,-0.26,0.34,0.39
O=C(NC(Cc1c[nH]c2ccccc12)C(=O)N1CCOCC1)c1cccs1 (stereo not drawn),1.7,1.3,5.6,i,0.2,1,i,61,5,713,0.48,1070,-9%,-2.4,1029,0.088,-0.14,0.11,-0.024
CCCC(=O)Nc1nc(C)c(-c2csc(Nc3ccccc3C)n2)s1,4.0,2.3,8.9,i,1.9,1.1,i,29,.,.,-1.5,1156,26%,4.4,1325,1.5,-0.14,1.1,0.039

# Reprinted from the part before: 3 entries; new compounds follow.
SMILES,MT stabilize HCS,MT stabilize HCS Hoechst-high %,MT stabilize HCS cytotoxicity %,Myeloid diff MLP,Myeloid diff MLP GFP+ MAC1+ %,TNAP activation fold,T cell modulator,T cell modulator vesicle-bound %,Hep lipid drop,Hep lipid drop cells 6.5 µM,Insulin prom up,Insulin prom up cell count,human PMI inhibition,b-catenin transl,b-catenin transl cell count 5 µM,Dynein transport,Dynein transport cytoplasmic EGFP,Dynein transport nuclear GR-EGFP,Dynein transport cell count
COC(=O)COc1cccc2c(=O)n(CC(=O)NCCc3ccccc3)ccc12,6.2,2.9,2.9,i,2.7,1.1,i,27,2,758,0.11,1264,1%,-1.4,608,-0.53,-0.26,0.34,0.39
O=C(NC(Cc1c[nH]c2ccccc12)C(=O)N1CCOCC1)c1cccs1 (stereo not drawn),1.7,1.3,5.6,i,0.2,1,i,61,5,713,0.48,1070,-9%,-2.4,1029,0.088,-0.14,0.11,-0.024
CCCC(=O)Nc1nc(C)c(-c2csc(Nc3ccccc3C)n2)s1,4.0,2.3,8.9,i,1.9,1.1,i,29,.,.,-1.5,1156,26%,4.4,1325,1.5,-0.14,1.1,0.039
CC(C)(Oc1ccc(Br)cc1)C(=O)N1CCc2ccccc21,2.2,1.7,5.8,i,8.1,1.1,i,48,-8,724,-0.67,918,8%,0.6,1197,0.21,-0.19,0.13,0.8
Cc1nnc(N(C)C(=O)c2ccncc2)s1,3.8,1.3,10,i,0.1,1.1,i,55,2,732,-0.11,1505,9%,0.6,1470,0.14,-0.36,-0.27,0.7
COc1ccc(CN2C(=O)c3ccccc3C2=O)cc1C(=O)Nc1ccc(C)cc1C,4.7,2.7,11,i,0.4,1.1,i,46,2,553,.,.,14%,-1.6,1005,-1.3,-0.27,-0.9,0.86
CC(C)N1CCC(NC(=O)Nc2ccccc2)CC1,1.4,1.1,0.7,i,0.0,1.1,i,61,2,713,-0.24,1414,7%,0.4,1467,-0.65,-0.27,-0.33,0.86
Cc1nn(C)c(C)c1NC(=O)CCl,1.9,0.5,3.3,i,0.3,1.1,i,49,6,706,1.2,1315,-2%,0.1,1596,-0.11,-0.25,-0.54,1.1
COc1ccc(NC(=O)Nc2ccc(OC)cc2)cc1,4.2,1.7,7.2,i,1.1,1,i,22,-1,781,.,.,-12%,-11,1157,-1.2,-0.25,-0.73,0.43
CN(CC(=O)Nc1cccc(F)c1)CC(=O)Nc1cccc(S(=O)(=O)N2CCCCCC2)c1,.,.,.,i,0.4,.,i,26,1,709,-0.47,1015,.,0.3,1356,-0.72,-0.12,-0.33,0.8
Cc1ccc2ccc(C(Nc3cccc(C(F)(F)F)c3)c3cccnc3)c(O)c2n1 (stereo not drawn),4.9,3.1,6.7,i,1.0,1.4,i,30,3,715,1.1,1290,8%,-5.7,1085,1.6,-0.35,1.4,0.6
Cc1cc(C)c(C#N)c(SC(C(=O)NC(C)(C)C)c2ccccc2)n1 (stereo not drawn),.,.,.,i,0.8,.,i,32,1,643,-0.68,1448,.,-1.5,1150,0.85,-0.23,0.21,0.075
O=C(Nc1ccc(N2CCCCC2)cc1)c1ccccc1,4.9,2.5,5.2,i,5.5,0.9,i,16,-13,719,.,.,8%,-2.5,708,0.074,0.021,0.37,-0.4
C#CCNC(=O)C1=C[C@@H](C(C)(C)C)C[C@@H](OCc2ccc(CO)cc2)O1,3.4,1.7,6.9,i,2.0,1.1,i,14,8,690,1,1295,9%,-3.3,1170,-0.78,-0.27,-0.13,0.65
CSc1cccc(NC(=O)OC2CCCCCCCCCCC2)c1,.,.,.,i,0.1,.,i,30,-2,706,0.05,937,.,-0.6,1243,-0.98,-0.2,-0.15,0.5
CSc1ccc(/C=C/C(=O)c2ccc(NC(=O)C(C)C)cc2)cc1,4.3,2.2,3.4,i,0.8,1.1,i,7,.,.,-0.55,1385,17%,0.1,1369,1.4,-0.15,1,-0.048
COCC(=O)N(C)c1nnc(-c2ccccn2)s1,2.6,3.5,9.1,i,1.0,1.1,i,29,-1,711,0.21,1040,102%*,1.1,939,-0.91,-0.28,-0.22,0.75
CN(C(=O)c1cccnc1)c1nnc(-c2ccccn2)s1,4.6,1.5,9.0,i,1.0,1.1,i,47,-1,723,0.92,1254,8%,0.8,1220,-0.54,-0.11,0.14,0.41
COc1ccccc1-c1cc(C(=O)NCCN2CCOCC2)no1,2.6,1.2,11,i,4.6,1.1,i,2,.,.,0.08,1535,6%,-0.5,982,1.8,-0.16,0.92,-0.53
CCN1CCN(c2ccc(S(=O)(=O)N3CCCC3)cn2)CC1,3.1,1.9,4.2,i,0.1,1.1,i,15,4,665,1,1581,8%,-0.5,1061,-0.53,0.27,-0.43,0.47
CCOC(=O)C1(Cc2cccc(F)c2)CCN(C(=O)c2cnc(C)cn2)CC1,1.7,0.8,1.9,i,1.1,1,i,54,5,678,3,1451,11%,-0.4,1020,0.29,-0.16,0.4,0.089
O=C(COc1ccc(Cl)cc1)NCc1nnc(SCC(=O)N2CCCC2)o1,3.2,1.3,1.8,i,0.3,1,i,45,-11,722,0.42,1304,4%,1.1,1062,0.95,-0.31,0.51,0.56

# Not a hit list, and some 3% of all compounds hit somewhere here.
